Giardia FBPA inh: inhibitors of Giardia lamblia fructose-1,6-bisphosphate aldolase | A8B2U2 | purified Giardia FBPA | Potency, µM (highest dose often 59.6 µM), for the others: at the top dose activity, negative = inhibition, most hits filed as inhibitors | 290,000 tested, 0.71% active; also: potency is read from the fitted curve at half-maximal effect; nearly all actives have a fitted effect of over 55% in size
Target sequence (A8B2U2 whole entry, looked up): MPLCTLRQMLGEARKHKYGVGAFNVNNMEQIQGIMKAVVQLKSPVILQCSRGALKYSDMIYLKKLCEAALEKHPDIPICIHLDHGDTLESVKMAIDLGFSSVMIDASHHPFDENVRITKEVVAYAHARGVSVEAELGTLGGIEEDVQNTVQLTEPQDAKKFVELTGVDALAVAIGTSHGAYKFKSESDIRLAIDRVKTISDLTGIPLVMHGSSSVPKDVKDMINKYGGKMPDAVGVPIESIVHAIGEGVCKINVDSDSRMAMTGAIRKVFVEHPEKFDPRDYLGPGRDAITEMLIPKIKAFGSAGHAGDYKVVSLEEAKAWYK
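Giardia FBPA (40 nM reagent) was preincubated 10 min at RT with compound (up to 57.5 uM final), then substrate plus GAPDH/TPI/NAD/arsenate coupling system with diaphorase/resazurin was added; resorufin fluorescence (525/598 nm) was read after 20 min.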
Sm TGR block: S. mansoni TGR enzyme inhibition. Q962Y6. purified TGR, DTNB reduction, TNB absorbance 405 nm. Potency, µM (titrated, usually from 114 µM), for inactives: at the top dose activity change, negative = inhibition, most hits filed as inhibitors. 360,000 tested, 3% active; also: potency is read from the fitted curve at half-maximal effect; nearly all actives have a fitted effect of over 60% in size
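First, TGR (20 nM dispensed) and NADPH were mixed with compound. Second, a 15 min room-temperature incubation followed. Third, further NADPH and then DTNB were added to start the reaction. Finally, TNB absorbance was monitored kinetically.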
AMA1-RON2 inh: inhibitors of Plasmodium falciparum AMA1-RON2 interaction; Potency, µM (highest dose often 58.2 µM), for the others: at the highest dose activity change, negative = inhibition, actives largely listed as inhibitors; 360,000 tested, 0.2% active; AlphaScreen AMA1-biotinylated RON2 peptide binding; AID 720542;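 also: potency is read from the fitted curve at half-maximal effect; 0% = vehicle wells and -100% = peptide control; nearly all actives have a fitted effect of over 45% in size; some results filed as inactive show a strong effect at the top dose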
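AMA1 (3D7) with his tag at 25 nM final met compounds first, then biotinylated RON2 peptide at 25 nM; detection used donor plus acceptor beads, 10 µg/mL apiece, read by AlphaScreen after 30 min at room temperature.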
HCMV inh: inhibitors of human cytomegalovirus. 410,000 tested, 4.5% active. HFF cells, HCMV-luciferase reporter, 72 h; active compounds read low. activity change, negative = inhibition, % at 57.5 µM; in the data active = activity change below about -60%; inconclusive = no clear call, values can overlap the other calls; inactive = above about -39%
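Compounds were evaluated in HFFs infected with an HCMV luciferase reporter virus (MOI 1 PFU/cell). Luciferase in lysates collected 72 h post infection served as the replication measure.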
AmpC inh detg: AmpC beta-lactamase inhibition with detergent present. P00811. AmpC hydrolysis of nitrocefin, absorbance 480 nm, 0.01% Triton. Potency, µM (top dose mostly 114 µM), for the others: at the highest dose activity change, negative = inhibition, usual class: inhibitors. 370,000 tested, 0.041% active. AID 485294;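 also: potency is read from the fitted curve at half-maximal effect; 0% = no-compound wells and -100% = no-enzyme wells; nearly all actives have a fitted effect of over 25% in size; some results filed as inactive show a strong effect at the top dose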
Target sequence (P00811 whole entry, looked up): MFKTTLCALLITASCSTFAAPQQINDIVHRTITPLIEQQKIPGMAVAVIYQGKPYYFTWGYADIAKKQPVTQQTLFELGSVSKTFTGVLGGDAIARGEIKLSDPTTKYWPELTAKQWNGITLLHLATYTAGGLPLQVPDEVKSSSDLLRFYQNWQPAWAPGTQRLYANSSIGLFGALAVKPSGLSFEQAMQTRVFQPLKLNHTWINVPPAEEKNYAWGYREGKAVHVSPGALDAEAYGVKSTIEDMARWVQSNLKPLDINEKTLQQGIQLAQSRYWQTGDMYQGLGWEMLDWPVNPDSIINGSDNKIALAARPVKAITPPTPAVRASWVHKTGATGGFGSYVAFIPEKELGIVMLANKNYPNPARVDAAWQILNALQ
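AmpC (5.3 nM in the dispensed reagent) in 20 mM phosphate pH 7.0 with 0.01% (detergent screen) or 0.0001% Triton X-100 was preincubated with compounds for 15 min at room temperature. Nitrocefin was then added from an 800 uM solution, and hydrolysis was followed at 480 nm.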
HCV inhibitor: blocks hepatitis C virus; Potency, µM (top dose mostly 41.8 µM), inactives show top-dose activity change, negative = inhibition, hits mostly inhibitors; Huh7.5.1 HCVcc-Cre infection, luciferase reporter, 44 h; 340,000 tested, 3.4% active; also: potency is read from the fitted curve at half-maximal effect
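Whole-lifecycle infectious HCVcc-Cre system; cells 1,000/well, compound then virus (~0.5 moi) added 4 h after plating, 44 h culture. Luciferase read 15 sec following 15 min substrate incubation, room temp.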
The depositor's hits bear a star; ? = inconclusive; nt = not tested or not shown; & = joins results of further samples; [ ] = dose if it differs, or a comment. Unless noted, calls follow the shape of the dose curve; as a rule, active = well fitted curve in the direction sought with a large enough effect; inconclusive = small, poorly fitted or top-dose-only effect, or another doubt; inactive = no such curve, though single readings can be large; an effect the other way counts as inactive or inconclusive. Unless noted, % is scaled to controls: 0 for no effect and ±100 for the full control effect.

1) OC(COCc1ccc(Cl)cc1)CN1CCN(CC(O)COCc2ccc(Cl)cc2)CC1 (centres undefined)
2) CC(C)Oc1ccc(CNC(=O)c2ccc3nc(N4CCOCC4)sc3c2)cc1
3) COc1cccc(C(=O)NNC(=O)c2cccc(F)c2)c1
4) CCOc1cc(CNCCc2ccc(S(N)(=O)=O)cc2)ccc1OCC(=O)NC1CCCCC1
5) COc1ccc(C2CC(=O)N3CN(C4CCCCC4)CSC3=C2C#N)cc1 (centres undefined)
6) Cc1ccc(C)c(NC(=O)Cn2c(=O)n(Cc3ccco3)c(=O)c3ccc(C(=O)NC4CCCC4)cc32)c1
7) N#Cc1ccc(C23OCCN2CCn2nc4ccccc4c23)cc1 (centres undefined)
8) CCn1c(CN2CCOCC2)nc2cc(NC(=O)c3ccccc3[N+](=O)[O-])ccc21

assay / entry | 1 | 2 | 3 | 4 | 5 | 6 | 7 | 8
Giardia FBPA inh | 5% | 4% | 4% | -4% | nt | nt | nt | nt
Sm TGR block | -4% | 8% | 1% | 0% | 7.9µM* | -4% | nt | -7%
AMA1-RON2 inh | 4% | 5% | -7% | -11% | nt | nt | 22% | nt
HCMV inh | ? | ? | 29 | -22 | 12 | -4 | 18 | 1
AmpC inh detg | ? | 2% | -15% | -9% | 4% | ? | nt | 25%
HCV inhibitor | 11µM* | -13% | 14% | ? | nt | nt | 4µM* | nt

9) COc1ccc(CCn2cnc3c([nH]c4ccccc43)c2=O)cc1
10) CCCn1c2ccccc2c2cnn(CC(=O)NCCc3ccc(OCC)c(OCC)c3)c(=O)c21
11) COc1ccc(/C(C)=N/NC(=O)C2CC2)cc1
12) O=C(NC1CCN(Cc2ccccc2)CC1)c1ccccc1OCc1ccccc1
13) COc1cccc(NC(=O)c2cnc(SC)nc2C)c1
14) CCN(c1ccc(C(O)(C(=O)OC)C(F)(F)F)cc1)S(=O)(=O)c1ccccc1 (centres undefined)
15) CCOC(=O)c1cnc(SC)nc1Sc1ccccc1Cl
16) O=C1CC2(CON=C2c2ccc(F)cc2)C(=O)N1c1ccc(F)cc1 (centres undefined)

assay / entry | 9 | 10 | 11 | 12 | 13 | 14 | 15 | 16
Giardia FBPA inh | 0% | nt | 0% | 3% | -6% | 1% | 0% | -3%
Sm TGR block | 22% | 1% | nt | 0% | -4% | 5% | -35% | ?
AMA1-RON2 inh | -7% | nt | 1% | -2% | 10% | 14% | 35%[activator] | -2%
HCMV inh | -24 | -13 | -18 | -14 | -5 | ? | -40 | 38
AmpC inh detg | -12% | 18% | -8% | 1% | 2% | -13% | -10% | -19%
HCV inhibitor | 6% | nt | -10% | 25µM* | -12% | 16% | 6% | 12%

17) CCOc1ccc(CCNC(=O)CSC(=S)N2CCCC2)cc1OCC
18) Cc1cc(/C=C2\SC(=O)NC2=O)c(C)n1-c1ccc(N(C)C)cc1
19) O=C(Nc1ccc(N2CCOCC2)cc1N1CCOCC1)c1ccc([N+](=O)[O-])cc1Cl
20) O=C(CC1SCCNC1=O)Nc1cc(Cl)cc(Cl)c1 (centres undefined)
21) COC(=O)c1ccccc1NC(=O)Cn1c(=O)n(-c2cccc(OC)c2)c(=O)c2c(C)c(C(=O)N(C)C)sc21
22) COc1ccc(NC(=O)CN(C)C(=O)C2CSC3(C)CCC(=O)N23)cc1 (centres undefined)
23) Cc1ccc(C)c(NC(=O)c2cc(S(=O)(=O)NCc3ccccc3)ccc2F)c1
24) CC1(C)C(=O)Nc2ccccc2N1C(=O)COC(=O)c1ccc(NC(N)=O)cc1

assay / entry | 17 | 18 | 19 | 20 | 21 | 22 | 23 | 24
Giardia FBPA inh | nt | -12% | nt | 3% | nt | nt | nt | nt
Sm TGR block | -8% | -1% | 0% | -2% | 18% | -7% | 11% | 5%
AMA1-RON2 inh | -1% | ? | -6% | -2% | nt | 87%[activator] | nt | -13%
HCMV inh | -21 | -30 | 8 | 64 | 95 | 5 | ? | nt
AmpC inh detg | -13% | -8% | 6% | 1% | 7% | ? | -4% | -11%
HCV inhibitor | 1% | 37%[activator] | -22% | 15% | nt | 18% | nt | ?

25) CN(C)S(=O)(=O)N1CCC(Oc2cccc(C(=O)NC3CCOC3)c2)CC1 (centres undefined)
26) Cc1ccc(S(=O)(=O)N(CCCN(C)C)Cc2ccc3c(c2)OCO3)cc1
27) CCC(C)[C@H](NC(=O)NCc1ccc(OC)c(OC)c1)C(=O)O (some centres undefined)
28) O=C(COC(=O)/C=C/c1ccc([N+](=O)[O-])cc1)NCc1ccccc1
29) CCCCNC(=O)c1cn(CC)c2ccc(S(=O)(=O)N3CCCC3)cc2c1=O
30) Cc1cc(C)cc(NC(=O)NCC2CCN(Cc3cc(C)ccc3C)CC2)c1
31) CCOc1cccc(C(=O)Nc2ccc(N(CC)CC)cc2)c1
32) Cc1cc(C(=O)CCl)c(C)n1CCc1ccccc1

assay / entry | 25 | 26 | 27 | 28 | 29 | 30 | 31 | 32
Giardia FBPA inh | nt | 17% | 3% | 7% | 3% | 0% | -5% | ?
Sm TGR block | 9% | -10% | 11% | -1% | -1% | 2%&3% | 4% | 8.9µM*
AMA1-RON2 inh | 0% | 0% | -4% | -10% | 0% | 1% | ? | ?
HCMV inh | 10 | ? | -12 | -28 | ? | -5&6 | -25 | -100*
AmpC inh detg | 5% | 1% | -13% | -8% | -1% | -3%&10% | ? | 9%
HCV inhibitor | -5% | 6% | 12% | 10% | -26% | ? | ? | 8.9µM*

33) Cc1nc(NC(=O)c2ccco2)sc1C(=O)Nc1ccc(Br)cc1
34) COc1cccc(N(C(=O)CNC(=O)c2ccco2)C(C(=O)NC2CCCCC2)c2ccncc2)c1 (centres undefined)
35) CC(C)Cn1c(SCC#N)nc2ccccc2c1=O
36) S=C(Nc1cccc(Cl)c1)NC1CCCCC1
37) COC(=O)C(C)n1nc(C)n(-c2ccc(C)cc2)c1=O (centres undefined)
38) Oc1ccc(-c2nnc(-c3ccc(O)cc3)nn2)cc1
39) CCOC(=O)c1nn(-c2ccccc2C)c(=O)cc1OCC(=O)Nc1cccc(OC)c1
40) O=C(O)c1ccccc1NCc1ccco1

assay / entry | 33 | 34 | 35 | 36 | 37 | 38 | 39 | 40
Giardia FBPA inh | -4% | -3% | 3% | -1% | 5% | 2% | nt | 7%
Sm TGR block | 4% | -1% | -10% | 2% | 4% | ? | -1% | 15%
AMA1-RON2 inh | 4% | -6% | 0% | 14% | 4% | 2% | -3% | ?
HCMV inh | nt | 38 | -101* | -27 | 17 | 29 | -26 | -14
AmpC inh detg | -13% | ? | -14% | 0% | 0% | -13% | -7% | 6%
HCV inhibitor | -11% | 31%[activator] | -13% | 5% | 12% | 2% | 12% | 22%

Entries of single compounds, quoted from the list. Values in the order: Giardia FBPA inh | Sm TGR block | AMA1-RON2 inh | HCMV inh | AmpC inh detg | HCV inhibitor
Oc1ccc(-c2nnc(-c3ccc(O)cc3)nn2)cc1 across the screens: 2% | ? | 2% | 29 | -13% | 2%
O=C(O)c1ccccc1NCc1ccco1 across the screens: 7% | 15% | ? | -14 | 6% | 22%

Other compounds follow:
41) COc1ccc(OC)c(CNc2ccc(F)c(Cl)c2)c1
42) Nc1ccc(Cl)c(-c2nc3ncccc3o2)c1
43) Cc1cccc(N(CC(=O)Nc2cccnc2)S(C)(=O)=O)c1
44) COc1ccccc1C(OC(=O)c1cccs1)C(=O)NCC1CCCO1 (centres undefined)
45) CCOC(=O)c1ccc(CS(=O)c2ccc(Cl)cc2)o1 (centres undefined)
46) CCC(C)(C)NC(=O)C(c1ccccc1F)N(C(=O)c1ccn[nH]1)c1ccccc1 (centres undefined)
47) COc1ccc(Nc2nc3nonc3nc2N2CCCCC2)cc1
48) CCN(CC)c1ncnnc1-c1ccccc1

assay / entry | 41 | 42 | 43 | 44 | 45 | 46 | 47 | 48
Giardia FBPA inh | -20% | 1% | 1% | 5% | ? | 5% | 1% | 5%
Sm TGR block | -3% | 13% | -7% | -30% | 1% | 6% | -11% | 0%
AMA1-RON2 inh | -17% | 0% | 0% | 8% | -4% | 20% | -7% | 12%
HCMV inh | -18 | 8 | -8 | -35 | 11 | 5 | ? | -40
AmpC inh detg | -1% | 1% | 0% | -3% | 2% | -1% | 1% | ?
HCV inhibitor | -1% | -5% | 2% | 9% | -8% | -5% | ? | 6%

49) O=C1C2CC=CCC2C(=O)N1c1ccc(NCCc2ccccc2F)c([N+](=O)[O-])c1 (centres undefined)
50) c1ccc(CCNc2cnccn2)cc1
51) Cc1ccc(S(=O)(=O)Nc2ccccc2F)cc1C(=O)NCCCN1CCCC1=O
52) CCOC(=O)c1ccc(NC(=O)Cn2cc(C(=O)c3ccc(CC)cc3)c(=O)c3ccc(C)nc32)cc1
53) O=C(Cn1nc(-c2ccccc2)ccc1=O)N1CCC2(CC1)OCCO2
54) CCOC(=O)c1c(C)[nH]c(C(=O)COC(=O)C2CC(=O)N(Cc3ccccc3)C2)c1C (centres undefined)
55) CCCCCP(=O)(O)c1ccccc1

assay / entry | 49 | 50 | 51 | 52 | 53 | 54 | 55
Giardia FBPA inh | 0% | 9% | 4% | nt | 9% | 0% | 7%
Sm TGR block | 5% | -12% | 0% | -7% | -5% | ? | 2%
AMA1-RON2 inh | -2% | 16% | -16% | nt | -5% | -3% | 7%
HCMV inh | -15 | 27 | -21 | 5 | ? | 31 | 12
AmpC inh detg | -12% | -12% | -11% | -1% | 1% | ? | ?
HCV inhibitor | 0% | 19% | 7% | nt | 13% | 9% | 2%

Molecules above containing fluorine:
3) COc1cccc(C(=O)NNC(=O)c2cccc(F)c2)c1
14) CCN(c1ccc(C(O)(C(=O)OC)C(F)(F)F)cc1)S(=O)(=O)c1ccccc1 (centres undefined)
16) O=C1CC2(CON=C2c2ccc(F)cc2)C(=O)N1c1ccc(F)cc1 (centres undefined)
23) Cc1ccc(C)c(NC(=O)c2cc(S(=O)(=O)NCc3ccccc3)ccc2F)c1
41) COc1ccc(OC)c(CNc2ccc(F)c(Cl)c2)c1
46) CCC(C)(C)NC(=O)C(c1ccccc1F)N(C(=O)c1ccn[nH]1)c1ccccc1 (centres undefined)
49) O=C1C2CC=CCC2C(=O)N1c1ccc(NCCc2ccccc2F)c([N+](=O)[O-])c1 (centres undefined)
51) Cc1ccc(S(=O)(=O)Nc2ccccc2F)cc1C(=O)NCCCN1CCCC1=O

assay / entry | 3 | 14 | 16 | 23 | 41 | 46 | 49 | 51
Giardia FBPA inh | 4% | 1% | -3% | nt | -20% | 5% | 0% | 4%
Sm TGR block | 1% | 5% | ? | 11% | -3% | 6% | 5% | 0%
AMA1-RON2 inh | -7% | 14% | -2% | nt | -17% | 20% | -2% | -16%
HCMV inh | 29 | ? | 38 | ? | -18 | 5 | -15 | -21
AmpC inh detg | -15% | -13% | -19% | -4% | -1% | -1% | -12% | -11%
HCV inhibitor | 14% | 16% | 12% | nt | -1% | -5% | 0% | 7%

An unsorted share of the library; about 9.3% have a hit in one of these screens.
